Screens (PubChem)
14-3-3 Bad inh – disrupts binding of bovine 14-3-3 zeta to phospho-Bad peptide. inhibition, % at 21.7 µM. 220,000 tested, 0.71% active. TR-FRET 14-3-3zeta/Dy647-pBad peptide displacement, 1 h. P63103;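 active means inhibition above about 70%, limit read from the data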;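 further: 0% = full 14-3-3 plus peptide FRET controls and 100% = background without 14-3-3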
FXIIa inh – inhibitors of human coagulation factor XIIa; P00748; purified FXIIa, Boc-QGR-AMC fluorogenic substrate, 2 h; inhibition, % at 5 µM; 220,000 tested, 0.3% active; in the data active means inhibition above about 40%;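 further: 0% = enzyme with no compound and 100% = blank without enzyme; many of its hits are not listed in these tables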
Runt-SMMHC FRET – Runt domain-CBFb-SMMHC interaction inhibition | Q01196+Q13951 | inhibition, % at 20 µM | AID 1434 | 220,000 tested, 0.74% active | Cerulean-Runt/Venus-CBFb-SMMHC FRET ratio 530/480, 1 h;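 active means mean inhibition across duplicate retests at 20 µM reaching about 50%, limit read from the data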;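 further: 0% = DMSO wells and 100% = wells with excess untagged CBFb-SMMHC; inhibitors lower the FRET ratio by blocking Runt binding to CBFb-SMMHC; some results filed as inactive read as strong as hits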
Target sequence (Q01196 whole entry, looked up, the tested form may be a part): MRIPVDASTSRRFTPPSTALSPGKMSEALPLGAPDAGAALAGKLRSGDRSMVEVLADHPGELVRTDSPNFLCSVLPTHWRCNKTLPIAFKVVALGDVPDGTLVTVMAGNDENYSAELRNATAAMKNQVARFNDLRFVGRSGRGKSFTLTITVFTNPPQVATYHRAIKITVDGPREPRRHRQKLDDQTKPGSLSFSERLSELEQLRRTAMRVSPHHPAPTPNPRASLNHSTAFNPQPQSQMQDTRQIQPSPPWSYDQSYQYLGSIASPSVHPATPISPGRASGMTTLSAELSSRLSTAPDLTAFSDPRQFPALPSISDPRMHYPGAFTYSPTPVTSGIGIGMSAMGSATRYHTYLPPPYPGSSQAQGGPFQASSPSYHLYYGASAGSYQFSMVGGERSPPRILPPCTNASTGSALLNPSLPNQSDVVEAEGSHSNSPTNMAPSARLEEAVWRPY
Target sequence (Q13951 whole entry, looked up, the tested form may be a part): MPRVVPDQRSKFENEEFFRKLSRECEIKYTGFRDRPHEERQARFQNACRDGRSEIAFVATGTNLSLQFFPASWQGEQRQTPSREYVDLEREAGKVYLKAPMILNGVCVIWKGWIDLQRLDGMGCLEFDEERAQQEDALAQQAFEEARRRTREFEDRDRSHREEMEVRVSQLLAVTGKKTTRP
Runt-CBFb FRET – inhibitors of human RUNX1 Runt domain binding to CBFb; Q01196+Q13951; Cerulean-Runt/Venus-CBFb FRET ratio 530/480, 1 h; inhibition, % at 20 µM; 220,000 tested, 0.46% active; AID 1496;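 active means inhibition over about 50% at 20 µM in the single-dose screen, limit read from the data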;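 further: 0% = DMSO wells and 100% = excess unlabeled CBFb competitor control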
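Assay system: Cerulean-Runt domain / Medium: Tris 50 mM pH 7.5, KCl, K2SO4, 0.01% BSA / Timing: protein complex preformed 1 h, compound exposure 1 h, room temperature, dark / Measured by: FRET, excitation 422 nm, emission at 530 and 480 nm / Evaluation: loss of energy transfer signal / Control set: 5 µM unlabeled CBFb as full-inhibition high control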
Wee1 stabilizer – human Wee1 degradation inhibition, primary screen | reporter increase, % at 5 µM | HeLa Luc-Wee1K328M stability, luciferase luminescence; 100% = proteasome inhibitor MG132 effect | 220,000 tested, 1.2% active | P30291 | AID 1321;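 active means activation above the mean of all tested compounds plus 3 SD, set per screening run, cut at about 8.8% in these data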;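 further: cells exposed to compound for 20 h before luminescence read; 0% = DMSO alone and 100% = MG132 at 30 µM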
Hck Nef HTS – inhibitors of human Hck kinase activated by Nef. P08631. Recombinant Hck-YEEI plus Nef, Z-Lyte FRET kinase assay. inhibition, % at 20 µM. 220,000 tested, 0.68% active;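 active means Hck-Nef kinase inhibition above about 50%, limit read from the data; inactive means inhibition below that limit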;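 further: 0% = DMSO with Hck plus Nef and 100% = Hck alone without Nef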
FXIa inh 1536 – factor XIa (human) inhibition | inhibition, % at 5 µM | 220,000 tested, 0.14% active | P03951 | purified FXIa, Boc-Glu-Ala-Arg-AMC fluorogenic substrate;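 active means inhibition of at least 40%; inactive means inhibition below 40%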;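 further: fluorescence of freed AMC excited at 355 nm; 0% = enzyme without compound and 100% = no enzyme blank; many of its hits are not listed in these tables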
hK5 inh – inhibitors of human kallikrein 5; Q9Y337; recombinant hK5, fluorogenic AMC substrate cleavage; inhibition, % at 5 µM; 210,000 tested, 0.59% active; AID 873;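 active means inhibition of 40% or more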;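 further: 0% = enzyme controls without compound and 100% = no-enzyme blanks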
Target sequence (Q9Y337 67-293 limits assumed): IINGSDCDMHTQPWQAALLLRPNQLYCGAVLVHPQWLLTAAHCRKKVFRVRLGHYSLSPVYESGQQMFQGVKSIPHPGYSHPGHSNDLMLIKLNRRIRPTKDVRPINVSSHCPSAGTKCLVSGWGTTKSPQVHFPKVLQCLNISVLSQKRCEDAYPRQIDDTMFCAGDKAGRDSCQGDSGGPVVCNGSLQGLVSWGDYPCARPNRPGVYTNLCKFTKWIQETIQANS
thrombin 1536 – thrombin (human) inhibition | alpha-thrombin, Boc-VPR-AMC fluorogenic substrate cleavage | inhibition, % at 5 µM | 220,000 tested, 0.26% active | P00734;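 active means inhibition at or above 40%; inactive means inhibition below 40%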;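 further: 0% = enzyme with no compound and 100% = wells without enzyme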
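Assay system: human alpha-thrombin enzyme. Reagent: Boc-VPR-AMC substrate, 15 µM final. Compound dosing: one concentration per compound, 5 µM, with 0.2% DMSO. Incubation: room-temperature reaction. Technique: AMC fluorescence, 355/460 nm. Measure: % inhibition relative to enzyme controls and enzyme-free blanks.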
The depositor's hits bear a star; / = not tested or not shown; & = joins results of further samples; [ ] = remark or other dose.

mol	hK5 inh	Hck Nef HTS	Runt-SMMHC FRET	FXIIa inh	14-3-3 Bad inh	Wee1 stabilizer	FXIa inh 1536	Runt-CBFb FRET	thrombin 1536
CC1(C)N=C(N)N=C(N)N1c1ccc(C(=O)O)cc1	35	10	2	12	0	-1	0	2	13
O=C1c2cccc([N+](=O)[O-])c2C(=O)N1c1cccnc1	-10	25	-1	10	-4	-3	2	1	-3
COc1ccccc1/C=N/NC(=O)COCC(=O)N/N=C/c1ccccc1OC	/	6	0	13	0	-2	17	0	-1
COc1ccc(N2CCN(CC(O)COC(C)(C)C)CC2)cc1 (stereo not given)	-6	23	3	4	18	-2	-3	0	-12
CC(=O)Nc1c(C(=O)c2ccccc2)oc2ccccc12	8	8	0	14	11	1	6	0	3
Cc1ccc(CC(=O)O/N=C(\N)Cc2ccc([N+](=O)[O-])cc2)cc1	-13	-1	-3	-19	11	-1	4	-2	-3
O=c1cc(O)n(-c2ccc(Cl)cc2)c(=S)[nH]1	16	1	26	13	6	0	0	20	2
O=C(NCc1ccco1)c1cccc(NC(=O)c2ccccc2)c1	0	-1	0	10	1	4	7	2	-10
COc1ccc(-c2nnc(NC(=O)Cc3ccccc3)s2)c(OC)c1	52*	0	0	6	1	-3	-12	-1	0
O=C(NC1CC1)C1=C[C@@H](c2ccc(Br)cc2)C[C@@H](OCCCCO)O1	2	12	-1	5	0	0	-1	0	-5
CCOc1ccc(NC(=O)NCCCN2CCCC2)cc1	-13	0	0	-5	-9	3	4	2	-2
COc1ccccc1N1CCN(C(=O)c2cc3sccc3n2C)CC1	-7	1	-2	15	-9[fluorescence artefact?]	1	1	/	3
Clc1cc(Br)ccc1OCCOCCN1CCOCC1	-25	0	0	7	61[fluorescence artefact?]	-1	3	-240	-9
CN1CCc2c(c3c(n2C)CCN(C)[C@@H]3c2cccnc2)[C@H]1c1cccnc1	-25&-4	1&0	-7&-4	-4&4	19&-5[fluorescence artefact?]	-1&0	-1&-3	-1&1	-7&-8
NC1=NC(=O)/C(=C\c2cccs2)S1	1	18	0	12	-8[fluorescence artefact?]	-2	4	-1	6
C=CCn1c(=S)[nH]c2ccc(Br)cc2c1=O	-15	-1	2	12	0	1	5	0	2
N#Cc1ccc(OCC(=O)OCC(=O)NCCC2=CCCCC2)cc1	1	0	-2	9	13[fluorescence artefact?]	2	20	2	1
C=CCn1cc(C(=O)NCCCOC)c(=O)c2cc(S(=O)(=O)N(CC)CC)ccc21	-13	0	-3	23	3	-2	9	-6	-1
Cc1cccc(Nc2nc(-c3c(C)nc4ccccn34)cs2)c1	-9	2	-6	9	55	-1	4	-1	3
CCC1=NN2C(=N)/C(=C\c3cccn3-c3ccc(C)c(C)c3)C(=O)N=C2S1	2	15	-14	4	-12	8	5	-18	0
COc1ccc(Cl)cc1C(=O)NCC(c1ccco1)N1CCCC1 (stereo not given)	-10	-9	2	10	-14	3	1	0	-2
Cc1cc(NS(=O)(=O)c2ccc(Nc3nc(-c4ccc(C)c(C)c4)cs3)cc2)no1	-8	-3	-4	0	42[fluorescence artefact?]	-4	-1	-9	-6
NC(=O)NC(=O)COC(=O)c1ccccc1Oc1ccccc1	-20	0	-5	7	-2[fluorescence artefact?]	3	-3	-1	-4
COc1cccc(C(c2nnnn2Cc2ccco2)N2CCN(Cc3ccccc3)CC2)c1OC (stereo not given)	0	21	-1	-1	17	2	-2	1	-1
CC(C)Oc1ccc(NC(=O)CCC(=O)O)cc1	-10	1	-4	3	5[fluorescence artefact?]	2	-3	1	2
COc1ccccc1OCCOCCOc1c(C)cc(C)cc1Br	-4	4	0	9	-1[fluorescence artefact?]	1	4	-2	-1
COC(=O)c1ccc(NC(=O)c2cn(-c3ccccc3)nc2-c2ccncc2)cc1	-24	0	-5	6	6	0	-8	-6	10
CC(=C1C(=O)c2ccccc2C1=O)N1CCN(Cc2ccccc2)CC1	-12	0	0	-6	-1	0	-8	9	-11
Cc1nc(NNC(=O)c2ccc(Cl)cc2Cl)cc(-c2ccccc2)n1	-192	1	4	6	-1	11*	-1	-1	6
O=C(N/N=C/C=C/c1ccccc1[N+](=O)[O-])c1cccnc1	6	-9	2	11	-6	-3	5	1	4

An excerpt from above in order of the Runt-SMMHC FRET value, high to low:
mol	hK5 inh	Hck Nef HTS	Runt-SMMHC FRET	FXIIa inh	14-3-3 Bad inh	Wee1 stabilizer	FXIa inh 1536	Runt-CBFb FRET	thrombin 1536
O=C(N/N=C/C=C/c1ccccc1[N+](=O)[O-])c1cccnc1	6	-9	2	11	-6	-3	5	1	4
Clc1cc(Br)ccc1OCCOCCN1CCOCC1	-25	0	0	7	61[fluorescence artefact?]	-1	3	-240	-9
O=C1c2cccc([N+](=O)[O-])c2C(=O)N1c1cccnc1	-10	25	-1	10	-4	-3	2	1	-3
Cc1ccc(CC(=O)O/N=C(\N)Cc2ccc([N+](=O)[O-])cc2)cc1	-13	-1	-3	-19	11	-1	4	-2	-3
CCC1=NN2C(=N)/C(=C\c3cccn3-c3ccc(C)c(C)c3)C(=O)N=C2S1	2	15	-14	4	-12	8	5	-18	0

Next section
mol	hK5 inh	Hck Nef HTS	Runt-SMMHC FRET	FXIIa inh	14-3-3 Bad inh	Wee1 stabilizer	FXIa inh 1536	Runt-CBFb FRET	thrombin 1536
CCOC(=O)/C(=N\Nc1ccc(Cl)cc1)Sc1nnc(-c2ccc(OC)cc2)n1C	-24	-1	1	1	-13	-1	-2	-3	-4
CCSC1=N/C(=C\C=C2/Oc3ccccc3N2CC)C(=O)S1	2	12	-23	3	-1	1	-3	-21	-6
CCN(CC)c1cc2nonc2c2nonc12	37	0	0	21	-9[fluorescence artefact?]	0	18	-3	20
Cc1ccc(C(C)NC(=O)C2CCCO2)cc1C (stereo not given)	5	1	-6	7	8[fluorescence artefact?]	-1	4	1	1
CCCOc1ccc(/C=N/NC(=O)C(=O)Nc2ccccn2)cc1	-17	3	3	10	-15	2	1	-2	-9
CCOC(=O)c1ccc(N/C=C/C(=O)c2ccc(OC)cc2)cc1	-8	5	8	13	1	4	1	3	2
CCCCC(=O)N/N=C/c1sccc1C	-11	2	2	0	-2	-1	-9	-1	13
CC(C)OCCCNC(=O)c1c(N)n(/N=C/c2ccccn2)c2nc3ccccc3nc12	-3	6	-1	21	7[fluorescence artefact?]	0	5	-2	0
CC(C)Cn1c(=O)c(-[n+]2ccccc2)c([O-])c2ccccc21	4	25	-7	9	-10	-2	-1	7	-4
CCCCCn1c(CNC(=O)c2cccs2)nc2ccccc21	3	8	5	15	-5	2	7	-2	5
CCC(C)(C)NC(=O)c1ccc2c(c1)S(=O)(=O)c1ccccc1C2=O	-1	0	0	-10	0	0	-9	0	-5
CCC(C)(NC(=O)CNC(C)=O)C(=O)NC1CCCCC1 (stereo not given)	-10	1	1	15	8[fluorescence artefact?]	-2	1	0	3
Cc1cccc(OCC(=O)O/N=C(\N)Cc2ccc([N+](=O)[O-])cc2)c1	22	6	-4	12	-6	-1	4	-2	2
COc1ccc2c(c1)SCCC2=O	6	1	2	13	-3	1	6	1	-1

Limited to thrombin 1536 and FXIa inh 1536, for seven of the compounds above:
mol | thrombin 1536 | FXIa inh 1536
CCSC1=N/C(=C\C=C2/Oc3ccccc3N2CC)C(=O)S1 | -6 | -3
COc1ccc2c(c1)SCCC2=O | -1 | 6
CC(C)Cn1c(=O)c(-[n+]2ccccc2)c([O-])c2ccccc21 | -4 | -1
CCCCC(=O)N/N=C/c1sccc1C | 13 | -9
CC(C)OCCCNC(=O)c1c(N)n(/N=C/c2ccccn2)c2nc3ccccc3nc12 | 0 | 5
CCN(CC)c1cc2nonc2c2nonc12 | 20 | 18
Cc1cccc(OCC(=O)O/N=C(\N)Cc2ccc([N+](=O)[O-])cc2)c1 | 2 | 4

Wee1 stabilizer, hit marks shown above.
mol	hK5 inh	Hck Nef HTS	Runt-SMMHC FRET	FXIIa inh	14-3-3 Bad inh	Wee1 stabilizer	FXIa inh 1536	Runt-CBFb FRET	thrombin 1536
Cc1nc(NNC(=O)c2ccc(Cl)cc2Cl)cc(-c2ccccc2)n1	-192	1	4	6	-1	11*	-1	-1	6
